TEAD-YAP block – TEAD-YAP interaction inhibition. HEK-TIYL cells, TEAD-Gal4/YAP UAS-luciferase luminescence. inhibition, % at 9.12 µM. 640,000 tested, 1.4% active; in the data active means inhibition above about 32%;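 further: 0% = median of test compound wells and 100% = reference inhibitor wells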
MITF inh – blocks human microphthalmia-associated transcription factor. 650,000 tested, 0.91% active. AlphaScreen MITF homodimerization, bead proximity signal. inhibition, % at 2.6 µM. O75030; in the data active means inhibition above about 50%;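 further: 0% = vehicle wells with protein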
FBW7 activator – human FBW7 E3 ligase activation, primary screen; AlphaScreen FBW7–phospho-cyclin E peptide binding, activator screen; normalized activity (activation), % at 26.1 µM; 650,000 tested, 0.13% active; AID 1259310; in the data active means normalized activity above about 1.9%;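 further: purified mutant Fbw7 with reduced substrate affinity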
Target sequence (Q969H0 whole entry, looked up): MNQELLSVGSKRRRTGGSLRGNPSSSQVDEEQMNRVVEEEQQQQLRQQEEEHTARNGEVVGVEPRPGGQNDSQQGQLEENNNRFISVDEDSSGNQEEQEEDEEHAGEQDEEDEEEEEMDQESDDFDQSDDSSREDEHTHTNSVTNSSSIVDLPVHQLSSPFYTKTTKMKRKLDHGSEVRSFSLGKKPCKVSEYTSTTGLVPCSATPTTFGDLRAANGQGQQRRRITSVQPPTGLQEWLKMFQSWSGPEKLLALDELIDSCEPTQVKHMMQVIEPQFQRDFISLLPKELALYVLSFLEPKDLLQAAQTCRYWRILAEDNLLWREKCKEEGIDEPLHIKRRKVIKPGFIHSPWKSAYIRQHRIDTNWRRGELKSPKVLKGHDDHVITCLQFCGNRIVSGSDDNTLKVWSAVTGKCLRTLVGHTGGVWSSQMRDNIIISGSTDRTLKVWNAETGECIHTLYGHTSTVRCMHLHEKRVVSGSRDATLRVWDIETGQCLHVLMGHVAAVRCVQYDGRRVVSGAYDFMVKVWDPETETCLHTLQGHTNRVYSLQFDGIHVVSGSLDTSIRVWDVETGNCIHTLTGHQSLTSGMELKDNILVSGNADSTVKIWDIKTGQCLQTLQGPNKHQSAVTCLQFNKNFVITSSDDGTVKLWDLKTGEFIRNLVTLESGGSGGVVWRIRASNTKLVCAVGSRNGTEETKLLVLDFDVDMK
GPR151 ag – activators of human GPR151 | PathHunter beta-arrestin GPR151 cells, luminescence | 650,000 tested, 1% active | Q8TDV0 | activation, % at 11.2 µM; in the data active means activation above about 4.9%;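 further: 0% = median of compound wells and 100% = cells with positive control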
Target sequence (Q8TDV0 whole entry, looked up): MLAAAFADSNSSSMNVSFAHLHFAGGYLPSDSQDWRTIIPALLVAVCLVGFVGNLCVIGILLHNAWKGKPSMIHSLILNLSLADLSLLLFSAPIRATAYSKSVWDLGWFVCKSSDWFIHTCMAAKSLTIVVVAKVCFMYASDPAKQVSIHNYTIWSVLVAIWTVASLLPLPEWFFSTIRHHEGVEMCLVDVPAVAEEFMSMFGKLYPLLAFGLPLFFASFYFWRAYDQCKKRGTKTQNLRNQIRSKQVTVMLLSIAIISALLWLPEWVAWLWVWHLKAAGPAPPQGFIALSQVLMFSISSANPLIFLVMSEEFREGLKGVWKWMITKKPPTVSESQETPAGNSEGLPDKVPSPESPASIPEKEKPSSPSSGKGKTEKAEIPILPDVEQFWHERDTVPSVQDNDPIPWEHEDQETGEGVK
An asterisk follows results filed as active. Compounds were not picked by outcome; about 3.4% have a hit in one of these screens.

For O=C(CCc1ccccc1)Nc1c2c(nn1-c1ccc(F)cc1)CSC2 the results were TEAD-YAP block -14, MITF inh 13, FBW7 activator 0.4 and GPR151 ag 1.1.
For CCOC(=O)c1ccc(Nc2nc(-c3cc4c(ccc5ccccc54)oc3=O)cs2)cc1 the results were TEAD-YAP block -6, MITF inh 4, FBW7 activator -0.1 and GPR151 ag 1.8.
COCCn1c(=NC(=O)c2ccc(C#N)cc2)sc2ccccc21 was read as TEAD-YAP block 6, MITF inh 6, FBW7 activator 0.1 and GPR151 ag -0.3.
Screening COc1ccc(N=C(NN)c2ccc3ccccc3n2)cc1 returned TEAD-YAP block 91*, MITF inh 3, FBW7 activator -0.1 and GPR151 ag 0.8.
Cc1nnc2n1CCN(C(=O)c1ccccc1C(F)(F)F)CC2 was read as TEAD-YAP block -2, MITF inh 2, FBW7 activator -0.1 and GPR151 ag -0.2.
COc1ccc(Cc2c(N)nc(SC)nc2Cl)cc1 was read as TEAD-YAP block 2, MITF inh 4, FBW7 activator 0.6 and GPR151 ag 1.2.
`NC(=O)c1ccccc1NC(=O)c1ccc2c(=O)n3c(nc2c1)CCCCC3` gave TEAD-YAP block 0, MITF inh 3, FBW7 activator -0.2 and GPR151 ag 0.4.
For CCOc1ccccc1C(=O)Nc1ccc(C(C)=O)cc1 the results were TEAD-YAP block -25, MITF inh -5, FBW7 activator -0.2 and GPR151 ag -0.7.
Screening CCOCCn1c(SCc2ccccc2Cl)nc2c1c(=O)[nH]c(=O)n2C returned TEAD-YAP block -3, MITF inh 7, FBW7 activator -0.1 and GPR151 ag 0.6.
`C=CCN1C(=O)/C(=C\c2ccc(Br)cc2)C(=O)NC1=S` gave TEAD-YAP block 3, MITF inh 7, FBW7 activator 0.1 and GPR151 ag 1.0.

An excerpt taken from the entries so far, as a working copy:
`NC(=O)c1ccccc1NC(=O)c1ccc2c(=O)n3c(nc2c1)CCCCC3` gave TEAD-YAP block 0, MITF inh 3, FBW7 activator -0.2 and GPR151 ag 0.4.
For CCOc1ccccc1C(=O)Nc1ccc(C(C)=O)cc1 the results were TEAD-YAP block -25, MITF inh -5, FBW7 activator -0.2 and GPR151 ag -0.7.
Screening CCOCCn1c(SCc2ccccc2Cl)nc2c1c(=O)[nH]c(=O)n2C returned TEAD-YAP block -3, MITF inh 7, FBW7 activator -0.1 and GPR151 ag 0.6.
`C=CCN1C(=O)/C(=C\c2ccc(Br)cc2)C(=O)NC1=S` gave TEAD-YAP block 3, MITF inh 7, FBW7 activator 0.1 and GPR151 ag 1.0.

The main list resumes, repeating the 2 entries before the break.
Screening CCOCCn1c(SCc2ccccc2Cl)nc2c1c(=O)[nH]c(=O)n2C returned TEAD-YAP block -3, MITF inh 7, FBW7 activator -0.1 and GPR151 ag 0.6.
`C=CCN1C(=O)/C(=C\c2ccc(Br)cc2)C(=O)NC1=S` gave TEAD-YAP block 3, MITF inh 7, FBW7 activator 0.1 and GPR151 ag 1.0.
`Fc1ccc(-n2cc(-c3ccccc3)c3c(NCCc4ccc(Cl)cc4)ncnc32)cc1` gave TEAD-YAP block 2, MITF inh -6, FBW7 activator 0.0 and GPR151 ag 2.6.
Cn1cc(-c2cccc3nc(Nc4ccc(-n5cnc(N6CCOCC6)n5)cc4)ncc23)cn1 was read as TEAD-YAP block -12, MITF inh 25, FBW7 activator 0.7 and GPR151 ag 0.1.
`Cc1ncn(-c2ccc(Nc3ncc4cccc(-c5cnn(CCN6CCOCC6)c5)c4n3)cc2)n1` gave TEAD-YAP block 29, MITF inh 35, FBW7 activator 0.5 and GPR151 ag 1.6.
Screening COc1cccc(C(=O)N/C(=C\C=C\c2ccccc2OC)C(=O)N2CC3CC(C2)c2cccc(=O)n2C3)c1 (configuration not stated) returned TEAD-YAP block 2, MITF inh 8, FBW7 activator 0.3 and GPR151 ag -1.0.
Screening CCOc1ccc(CN2CCN(C(=O)c3ccccc3OC)CC2)cc1 returned TEAD-YAP block 31, MITF inh 57*, FBW7 activator -0.1 and GPR151 ag 1.1.
`CC(c1cccnc1)N(CCN(C)C)C(=S)Nc1cccc(F)c1` (configuration not stated) gave TEAD-YAP block -1, MITF inh 15, FBW7 activator 0.0 and GPR151 ag 1.8.
CCCNC(=O)C(C)N1Cc2ccccc2C1=O (configuration not stated) was read as TEAD-YAP block -8, MITF inh -3, FBW7 activator 0.0 and GPR151 ag 0.2.
For COc1ccc([C@@H]2Nc3c(OC)cccc3[C@@H]3C=CC[C@@H]32)cc1[N+](=O)[O-] the results were TEAD-YAP block 4, MITF inh 1, FBW7 activator -0.2 and GPR151 ag 0.4.
Screening C=CCN(c1ccc(C(=O)NCCc2ccc(OC)c(OC)c2)cc1)S(C)(=O)=O returned TEAD-YAP block 2, MITF inh 11, FBW7 activator 0.0 and GPR151 ag -0.7.
For Cc1ccc(S(=O)(=O)CCc2nnc(NC(=O)c3ccccc3Cl)s2)cc1C the results were TEAD-YAP block 2, MITF inh -5, FBW7 activator -0.1 and GPR151 ag 3.5.
Screening COc1cc([N+](=O)[O-])ccc1NC(=O)N1CCN(C2CCCCC2)CC1 returned TEAD-YAP block -4, MITF inh 3, FBW7 activator -0.1 and GPR151 ag 0.0.
`CC(C)C(=O)NC(c1ccco1)c1ccc2cccnc2c1O` (configuration not stated) gave TEAD-YAP block 64*, MITF inh 44, FBW7 activator -1.9 and GPR151 ag -1.6.
For COc1cc(N2CCOCC2)ccc1/C=C1\C(=O)NC(=O)N(Cc2ccco2)C1=O the results were TEAD-YAP block -6, MITF inh 66*, FBW7 activator -0.4 and GPR151 ag 0.4.
For Cc1cc2c(s1)c1cnn(CC(=O)NCCc3ccccc3)c(=O)c1n2C the results were TEAD-YAP block -1, MITF inh -3, FBW7 activator -0.1 and GPR151 ag 1.0.
`N#C/C(=C\c1cccs1)C(=O)Nc1ccc2c(c1)C(=O)c1ccccc1C2=O` gave TEAD-YAP block -4, MITF inh -5, FBW7 activator 0.1 and GPR151 ag -1.4.
O=C(/C=C/NCc1ccccc1)c1cccs1 was read as TEAD-YAP block 1, MITF inh 7, FBW7 activator -0.1 and GPR151 ag 2.8.
`COc1ccccc1-c1ccc(C(=O)O)o1` gave TEAD-YAP block -38, MITF inh 3, FBW7 activator 0.0 and GPR151 ag -0.1.
For COc1cccc(N2CCC(N3CCC(CO)(Cc4ccccc4)CC3)CC2)c1 the results were TEAD-YAP block -8, MITF inh -7, FBW7 activator -0.1 and GPR151 ag -0.4.
For Cc1noc(C)c1-c1nc(NCc2ccccc2)c2ncn(CCN3CCCC3=O)c2n1 the results were TEAD-YAP block -7, MITF inh 11, FBW7 activator 0.0 and GPR151 ag -1.6.
Screening COc1ccc(CNS(=O)(=O)c2cccc3cccnc23)cc1 returned TEAD-YAP block -2, MITF inh 1, FBW7 activator -0.1 and GPR151 ag 0.4.
O=C(Cn1nnc2ccccc21)N1CCc2c(nc(N3CCCCC3)[nH]c2=O)C1 was read as TEAD-YAP block 6, MITF inh 2, FBW7 activator -0.1 and GPR151 ag -0.3.
Screening COCC(=O)n1nc(-c2ccccc2)nc1NCc1ccc(Cl)cc1 returned TEAD-YAP block -30, MITF inh -9, FBW7 activator -0.1 and GPR151 ag 0.4.
C/C(=N\S(=O)(=O)c1ccc(C)cc1)NC(=S)Nc1ccccc1 was read as TEAD-YAP block 9, MITF inh -6, FBW7 activator 0.2 and GPR151 ag 2.4.
COC(=O)CN1C(c2ccccc2)=Nc2ccc(Cl)cc2C1c1ccccc1 (configuration not stated) was read as TEAD-YAP block -4, MITF inh 8, FBW7 activator -1.1 and GPR151 ag 0.6.
`CCOC(=O)CCCSc1nc2sc3c(c2c(=O)n1-c1ccccc1)CCCC3` gave TEAD-YAP block 5, MITF inh 11, FBW7 activator -0.1 and GPR151 ag 0.5.
CCc1cc2c(cc3c(=O)n(CC(=O)N4CCN(C)CC4)nc(CC)n32)s1 was read as TEAD-YAP block 7, MITF inh 6, FBW7 activator 0.9 and GPR151 ag 0.2.
Screening CC(=O)c1c(C)[nH]c(C(=O)Nc2cccc(F)c2)c1C returned TEAD-YAP block -12, MITF inh 11, FBW7 activator -0.1 and GPR151 ag 0.2.
For O=S(=O)(c1ccc(Cl)cc1)N1CCN(CC(O)Cn2c3ccc(Br)cc3c3cc(Br)ccc32)CC1 (configuration not stated) the results were TEAD-YAP block 0, MITF inh -11, FBW7 activator -0.2 and GPR151 ag -0.1.
For O=C(NCCN1CCNCC1)c1c(O)c2cccc3c2n(c1=O)CCC3 the results were TEAD-YAP block 5, MITF inh 3, FBW7 activator 0.0 and GPR151 ag 3.4.
Screening COc1ccc(N(CC(=O)Nc2ccccc2C(F)(F)F)S(C)(=O)=O)cc1Cl returned TEAD-YAP block 3, MITF inh 6, FBW7 activator 0.2 and GPR151 ag 0.6.
Screening O=C(NCc1ccncc1)c1nnc(Cc2cccc(F)c2)o1 returned TEAD-YAP block 0, MITF inh -17, FBW7 activator 0.1 and GPR151 ag -0.9.
Screening CCCCCOc1ccc(NC(=O)c2ccccc2F)cc1 returned TEAD-YAP block -11, MITF inh 5, FBW7 activator 0.0 and GPR151 ag -0.9.
For Cc1nc(N)sc1Cc1ccc(O)cc1 the results were TEAD-YAP block 2, MITF inh 12, FBW7 activator 0.0 and GPR151 ag -1.5.
`Cc1cccc(-c2noc(CN3C(=O)c4ccccc4C3=O)n2)c1` gave TEAD-YAP block 0, MITF inh 2, FBW7 activator 0.0 and GPR151 ag -0.7.
For O=C(c1ccccc1)C(C(=O)c1ccccc1)C(=O)c1ccccc1 the results were TEAD-YAP block -12, MITF inh 2, FBW7 activator 0.4 and GPR151 ag -0.6.
Screening CN1CCN(C(=O)c2ccc(-c3cccc(C(N)=O)c3)cc2)CC1 returned TEAD-YAP block -5, MITF inh 19, FBW7 activator 0.2 and GPR151 ag 0.7.
`NC(=O)CN1CCC(c2ccncc2)CC1` gave TEAD-YAP block -9, MITF inh 11, FBW7 activator -0.1 and GPR151 ag 0.1.
For COC(=O)c1sc(NC(=O)C2(C)CC2(Cl)Cl)c(C#N)c1C (configuration not stated) the results were TEAD-YAP block 38*, MITF inh 23, FBW7 activator 0.0 and GPR151 ag 1.2.
Screening NC(=O)COC(=O)C(c1ccccc1)c1ccccc1 returned TEAD-YAP block -1, MITF inh 1, FBW7 activator 1.6 and GPR151 ag -1.0.
Screening CC1CCN(S(=O)(=O)c2cc(Br)cc(C(=O)O)c2)CC1 returned TEAD-YAP block -4, MITF inh 20, FBW7 activator 0.2 and GPR151 ag 0.0.
COc1ccc(-c2nnc(NC(=O)c3ccc(Cl)cc3Cl)s2)cc1 was read as TEAD-YAP block 6, MITF inh 6, FBW7 activator 0.2 and GPR151 ag 0.0.
Cc1ccc2c(c1)c1nnc(SCC(N)=O)nc1n2C was read as TEAD-YAP block -7, MITF inh -4, FBW7 activator 0.0 and GPR151 ag -0.9.
COc1ccc(-n2ccnc2CN2CCN(C3CCCC3)C(CCO)C2)cc1 (configuration not stated) was read as TEAD-YAP block 0, MITF inh -8, FBW7 activator -0.2 and GPR151 ag -0.1.
O=C(CNC(=O)c1ccccc1)OCC(=O)c1ccc([N+](=O)[O-])cc1 was read as TEAD-YAP block -5, MITF inh -3, FBW7 activator -0.4 and GPR151 ag 0.9.
For CC(C)(O)C#Cc1ccc(CN2CCc3nncn3CC2)cc1 the results were TEAD-YAP block 6, MITF inh -9, FBW7 activator 0.0 and GPR151 ag -0.3.
For CCOC(=O)c1c(-c2ccccc2)csc1-n1c(C)ccc1C the results were TEAD-YAP block 0, MITF inh 3, FBW7 activator 0.0 and GPR151 ag 0.6.
`COC(=O)CSc1nnc(C)n1-c1cccc(OC)c1` gave TEAD-YAP block 6, MITF inh -30, FBW7 activator -0.2 and GPR151 ag 0.2.
For Cc1ccsc1CCNC(=O)CN1C(=O)CCc2ccccc21 the results were TEAD-YAP block -5, MITF inh 3, FBW7 activator 0.2 and GPR151 ag 0.5.
`CC(=O)Nc1ccc(NC(=O)CN(c2ccc3c(c2)OCO3)S(C)(=O)=O)cc1` gave TEAD-YAP block -4, MITF inh -13, FBW7 activator 0.0 and GPR151 ag -1.2.
`CCc1nnc(SC(CC)C(=O)NCCOC)c2cc3sccc3n12` (configuration not stated) gave TEAD-YAP block -4, MITF inh -2, FBW7 activator -0.1 and GPR151 ag 1.0.

Structural class, the entries above containing a cyano group (three)
COCCn1c(=NC(=O)c2ccc(C#N)cc2)sc2ccccc21 was read as TEAD-YAP block 6, MITF inh 6, FBW7 activator 0.1 and GPR151 ag -0.3.
`N#C/C(=C\c1cccs1)C(=O)Nc1ccc2c(c1)C(=O)c1ccccc1C2=O` gave TEAD-YAP block -4, MITF inh -5, FBW7 activator 0.1 and GPR151 ag -1.4.
For COC(=O)c1sc(NC(=O)C2(C)CC2(Cl)Cl)c(C#N)c1C (configuration not stated) the results were TEAD-YAP block 38*, MITF inh 23, FBW7 activator 0.0 and GPR151 ag 1.2.

Continued.
`O=Cc1cn(CCOc2ccc3c(c2)OCO3)c2ccccc12` gave TEAD-YAP block -22, MITF inh 11, FBW7 activator -0.1 and GPR151 ag 0.4.
`Cc1cc(C)cc(NCc2cc3c(cc2[N+](=O)[O-])OCO3)c1` gave TEAD-YAP block 0, MITF inh 5, FBW7 activator -0.1 and GPR151 ag -0.5.
For COC(=O)c1cccc(NC(=O)C23CC4CC(CC(C4)C2)C3)c1 the results were TEAD-YAP block -9, MITF inh 9, FBW7 activator -0.1 and GPR151 ag 3.1.
CCOC(=O)c1[nH]c(C)c(CN(C(=O)COc2ccccc2)c2ccc(F)cc2)c1C was read as TEAD-YAP block -5, MITF inh -4, FBW7 activator 0.0 and GPR151 ag -1.9.

Compound activity deposited in PubChem BioAssay by The Scripps Research Institute Molecular Screening Center.
